IMPase cell inh: qHTS Assay for Identifying the Cell-Membrane Permeable IMPase Inhibitors | CHO-M1 cells, IP1 accumulation, HTRF TR-FRET ratio | inhibition (IP1 accumulation), % at 46.1 µM | 120,000 tested, under 10 active | AID 901, 2007; active means well fitted curve in the direction sought with a large enough effect in the signal ratio, not every such curve was filed as active; inconclusive means small, poorly fitted or top-dose-only effect, or a change in a side signal; inactive means no such curve, though single readings can be large or run the other way; the % refers to the signal ratio;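 further: cells stimulated with carbachol in lithium chloride buffer; plate controls were DMSO basal wells for no effect and reference inhibitor wells for full effect; higher means more IMPase inhibition seen as more IP1 and lower FRET ratio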
Target sequence (P97697 whole entry, looked up): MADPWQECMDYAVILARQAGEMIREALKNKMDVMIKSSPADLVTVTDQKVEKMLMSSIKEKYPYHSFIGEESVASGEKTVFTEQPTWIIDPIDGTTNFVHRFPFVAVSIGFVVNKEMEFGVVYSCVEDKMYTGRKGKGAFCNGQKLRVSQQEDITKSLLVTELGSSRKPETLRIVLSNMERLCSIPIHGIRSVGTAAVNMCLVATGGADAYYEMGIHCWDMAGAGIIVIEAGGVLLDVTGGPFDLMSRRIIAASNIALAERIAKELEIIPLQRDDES
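Measured: the HTRF emission ratio (665/620 nm) plus the 620 nm donor channel, each fitted to the Hill equation to give AC50. Cells were CHO-M1 given compounds up to 46 uM and a 30 min carbachol stimulation at 37C.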
15-hLO-2 inh: qHTS Assay for Inhibitors of 15-hLO-2 (15-human lipoxygenase 2); Polyunsaturated fatty acid lipoxygenase ALOX15B (Homo sapiens), O15296; purified 15hLO-2, xylenol orange hydroperoxide absorbance; Potency, µM (top dose mostly 57.1 µM), for the others: at the top dose activity change, negative = inhibition, hits mostly inhibitors; 0.56% of 110,000 active; AID 881, 2007; further: potency means the concentration at half of the fitted maximal effect; nearly all actives have a fitted effect of over 60% in size; many of its hits are not listed in these tables
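Screening format was qHTS against 50 nM purified 15hLO-2 in Hepes pH 7.5 with detergent. Activity follows hydroperoxide formation from 45 uM arachidonic acid, measured as 573:405 nm absorbance ratio of the ferric-xylenol orange complex.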
PNC inhibitor: High Content Assay for Compounds that inhibit the Assembly of the Perinucleolar Compartment; AID 2417, 2010; 3.1% of 140,000 active; activity change (PNC), negative = inhibition, % at 10 µM; PC3M PTB-GFP, PNC prevalence imaging, 16 h; hits give low values;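 active means readout at or below -70, meaning at least 70% loss of cells showing the perinucleolar compartment, a nuclear body marking cancer cells; inconclusive means readout between -30 and a set limit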;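 further: plate controls were DMSO wells for no effect and camptothecin positive control wells for full effect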
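Compounds are pinned in duplicate onto adhered PC3M cells stably expressing GFP-tagged PTB and incubated 16 h at 37 C. Cells are then fixed, nuclei stained with Hoechst, and PNC-positive cells counted.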
ALOX12 inhib: qHTS Assay for Inhibitors of 12-hLO (12-human lipoxygenase). Potency, µM (titrated, usually from 57.1 µM), without a hit: at the highest dose activity change, negative = inhibition, actives largely listed as inhibitors. purified 12-hLO, xylenol orange hydroperoxide absorbance. Polyunsaturated fatty acid lipoxygenase ALOX12 (Homo sapiens), P18054. 0.12% of 150,000 active; further: potency means the concentration at half of the fitted maximal effect; nearly all actives have a fitted effect of over 55% in size; many of its hits are not listed in these tables
Target sequence (P18054 whole entry, looked up): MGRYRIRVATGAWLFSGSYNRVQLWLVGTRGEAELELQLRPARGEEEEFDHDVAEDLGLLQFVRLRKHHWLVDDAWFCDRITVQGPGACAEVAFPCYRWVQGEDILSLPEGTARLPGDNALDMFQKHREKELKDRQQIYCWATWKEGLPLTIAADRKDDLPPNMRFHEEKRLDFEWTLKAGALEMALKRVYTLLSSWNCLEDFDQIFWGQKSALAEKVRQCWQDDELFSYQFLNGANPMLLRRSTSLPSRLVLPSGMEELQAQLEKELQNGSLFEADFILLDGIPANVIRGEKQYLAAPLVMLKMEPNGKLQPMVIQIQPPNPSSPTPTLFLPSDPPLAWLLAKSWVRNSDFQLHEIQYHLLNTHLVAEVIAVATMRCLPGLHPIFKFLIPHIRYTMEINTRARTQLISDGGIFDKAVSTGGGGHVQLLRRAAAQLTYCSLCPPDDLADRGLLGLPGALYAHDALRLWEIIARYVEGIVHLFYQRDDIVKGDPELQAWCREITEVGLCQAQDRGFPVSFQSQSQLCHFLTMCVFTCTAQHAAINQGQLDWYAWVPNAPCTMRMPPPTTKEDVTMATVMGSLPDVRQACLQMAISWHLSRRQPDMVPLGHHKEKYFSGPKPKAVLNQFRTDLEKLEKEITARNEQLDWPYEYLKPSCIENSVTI
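Hydroperoxide formation by human 12-lipoxygenase from 40 uM arachidonic acid was followed colorimetrically via ferric-xylenol orange complex, using the 573/405 nm absorbance ratio. Enzyme concentration was 150 nM, with 30 min reaction at room temperature.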
Numbers without * were called inactive; u = inconclusive; x = not tested or not shown; [ ] = another dose, or the depositor's remark. Unless noted, the call rests on the fitted dose curve; in most records, active means well fitted curve in the direction sought with a large enough effect; inconclusive means small, poorly fitted or top-dose-only effect, or another doubt; inactive means no such curve, though single readings can be large; an effect the other way counts as inactive or inconclusive. Unless noted, on the % scale 0 is the no-effect control and ±100 the full control effect.

Every second line gives: IMPase cell inh, 15-hLO-2 inh, PNC inhibitor, ALOX12 inhib
1) CCC(=O)N1CCc2cc(S(=O)(=O)CCC(=O)NCCC3=CCCCC3)ccc21
→ -3.1, 3.0%, -14.7, -0.5%
2) Cc1cc(=O)n(-c2ccccc2)n1C
→ -2.4[20.6 µM], 4.3%, x, 2.5%
3) Cc1cc(C)nc(N(C#N)CC(=O)N(c2ccccc2)C(C)C)n1
→ 0.4, 8.4%, 83.7, 1.8%
4) Cc1cccc(NC(=O)/C(=C\c2ccco2)NC(=O)c2cccs2)c1
→ 1.8, -6.1%, -13.2, -4.2%
5) CCn1c(=O)cc(OCC(=O)NCCC(C)C)c2ccccc21
→ 4.8, 1.2%, u, -2.0%
6) O=C(NCc1ccccn1)c1cc2n(n1)C(C(F)(F)F)CC(c1ccco1)N2 (configuration not stated)
→ 6.1, -5.0%, -4.6, -5.5%
7) Cc1cc(C)n2c(SC/C(O)=C(\C#N)c3nc4ccccc4[nH]3)nnc2n1
→ 1.8, -26.6%, 24.7, -7.0%
8) CC1CCCN(CCOCCOc2ccc(Cl)cc2Br)C1 (configuration not stated)
→ 11.5, 49.3%[activator], 90.1, 7.3%
9) N#Cc1c(N)sc(=S)c2c1CCCC2
→ -29.2, u, 26.2, -5.9%
10) CC(C)(C)OC(=O)NCCc1nnc(SCC(=O)c2ccc(Cl)cc2)o1
→ 18.3, -11.0%, u, -23.9%
11) CN1CCN(c2ccc([N+](=O)[O-])cc2S(=O)(=O)N2CCOCC2)CC1
→ -0.2, -2.4%, 42.6, -1.8%
12) Cc1ccccc1NC(=O)N1CCCC(c2nc(-c3ccc(C(C)C)cc3)no2)C1 (configuration not stated)
→ 8.8, 5.1%, 26.1, -15.8%
13) Cc1cc(SCC(=O)c2ccccc2)n2nc(C)nc2n1
→ -13.0, x, -10.5, -0.5%
14) COc1ccc(C(=O)NCc2cccnc2)cc1OC
→ -2.3, -0.4%, u, 1.8%
15) C[N+]1(CC(O)COc2ccccc2)CCN(C(=O)c2ccc([N+](=O)[O-])cc2)CC1 (configuration not stated)
→ x, x, 13.0, 0.7%
16) CCOC(=O)N1CCC(NC(=O)C2CCN(S(=O)(=O)c3cnc[nH]3)CC2)CC1
→ 0.5, 1.0%, 20.1, -1.2%
17) O=c1cc(CSc2nnnn2-c2ccccc2)[nH]c2[nH]n(-c3ccccc3)c(=O)c12
→ 7.5, -3.9%, 47.3, -20.1%
18) COCCOC(=O)C1=C(C)NC(=S)NC1/C=C/c1ccccc1 (configuration not stated)
→ x, x, 18.4, -10.9%
19) Cc1csc(NC(=O)COc2ccc3c(C)cc(=O)oc3c2)n1
→ u, -2.1%, 2.2, -3.2%
20) CCCCCSc1nc2c(cnn2-c2ccccc2)c(=O)[nH]1
→ -1.1, 3.3%, u, 4.7%
21) CSc1nc(NC(C)=O)nc(C)c1Br
→ -13.1, x, 52.3, -4.6%
22) O=C(Nc1nc2c(s1)CCCC2)c1ccc(Br)o1
→ 4.0, 28.9%, -0.3, 1.3%
23) COC(=O)c1sc(=S)n(-c2ccccc2)c1N
→ -10.6, -12.7%, u, -19.9%
24) Cc1ncc([N+](=O)[O-])n1C[C@H](O)CCl
→ -3.7[20.6 µM], 0.5%[25.6 µM], x, -0.8%[25.6 µM]
25) COc1cccc(CC(=O)NCC2COc3ccccc3O2)c1OC (configuration not stated)
→ 3.9, 6.8%, u, -5.2%
26) CCOC(=O)C1(C)NC(c2ccc(N(C)C)cc2)C2C(=O)N(CC)C(=O)C21 (configuration not stated)
→ 6.2, -7.2%, -5.2, 0.1%
27) O=C(c1ccccc1)N1CCCC(c2nc3c(nnn3Cc3ccccc3)c(=O)[nH]2)C1 (configuration not stated)
→ 2.7, 0.2%, 9.6, -2.4%
28) CCN(CC)CCCNC(=O)C1c2cc(OC)c(OC)cc2C(=O)N(C)C1c1cccs1 (configuration not stated)
→ -8.2, -1.2%, 34.0, 3.5%
29) Cc1cc(C)n2nc(CC(=O)NCc3ccc(F)cc3)nc2n1
→ 4.3, x, 47.7, -4.4%
30) Brc1ccc(-c2nc(-c3ccncc3)no2)o1
→ -5.1, 0.5%, -89.0*, -1.9%
31) O=C(Cn1nc(-c2ccc(F)cc2)ccc1=O)Nc1ccc(C(=O)NC2CC2)cc1
→ 4.5, 0.5%, 36.5, 2.6%
32) CCc1cc2c(nc1CC)CCN(CC/C(C)=N/O[C@@H](C)c1cc(-c3c(C)cc(C)cc3C)no1)C2
→ x, x, 54.1, -2.6%
33) CCCCNC(=O)c1ccc2c(OCC)n(CCCC)nc2c1
→ -6.4, -9.6%, 33.5, 3.6%
34) O=S(=O)(Nc1cccc(-c2cn3cccnc3n2)c1)c1ccccc1
→ x, x, 2.2, -2.5%
35) CC12CCC(=O)N1C(C(=O)OCC(=O)Nc1ccc(S(N)(=O)=O)cc1)CS2 (configuration not stated)
→ x, x, -21.4, 0.4%
36) CSCCC(NS(=O)(=O)c1ccc2c(c1)oc(=O)n2C)C(=O)NC1CCCCC1 (configuration not stated)
→ -7.8, x, u, 4.1%
37) CCc1ccc(OCCNC(=O)OCc2ccccc2)cc1
→ x, x, -20.4, -4.4%
38) Cn1c(=O)cc(OCCCC(=O)Nc2ccccn2)c2ccccc21
→ -5.2, 0.0%, 27.7, -5.4%
39) CCC(=O)N(Cc1ccco1)c1nc(-c2ccccc2)cs1
→ 4.1, -2.2%, 33.6, 1.0%
40) CC1(C)S[C@@H]2[C@H](NC(=O)COc3ccccc3)C(=O)N2[C@H]1C(=O)O
→ x, 13.4%[0.0915 µM], x, -2.3%[0.00818 µM]
41) COc1ccccc1OCC(=O)OCC(=O)NCCN1C(=O)CSC1=O
→ -18.5, 2.7%, -6.2, -1.8%
42) COCCn1c(SCC(=O)Nc2cccc(C)c2)nnc1C(C)C
→ -3.3, -0.6%, 4.0, -0.9%
43) Cc1ccc(S(=O)(=O)N2CCCCC2C(=O)N2CCN(C)CC2)cc1 (configuration not stated)
→ 7.9, -21.2%, 7.2, -2.4%
44) CC(Sc1cccc2cccc(C(=O)O)c12)C(=O)O (configuration not stated)
→ -13.5, 7.2%, -25.5, -2.7%
45) O=c1c(-c2ccc(F)cc2)nc2cnc(N3CCOCC3)nc2n1-c1ccccc1
→ x, -2.4%, x, -3.3%
46) CC(C)c1nc(NCCN2CCOCC2)c(C#N)c2c1COC(C)(C)C2
→ 2.4, 9.8%, -19.7, 8.0%
47) Cc1cccnc1NC(=S)NC(=O)/C=C/c1ccco1
→ 0.1, -12.2%, -1.6, -20.8%
48) CCn1c(Sc2ccc(N)cc2Cl)nc2ccccc21
→ -0.5, u, 15.2, -3.1%
49) COc1ccc(-c2cc(-c3ccccc3)c(C#N)c(S(C)(=O)=O)n2)cc1
→ -1.1, -8.3%, u, 8.8%
50) O=C(NC1CCCC1)C(c1ccsc1)N(C(=O)Cc1cccs1)c1ccccc1 (configuration not stated)
→ 2.9, 2.5%, u, 4.2%
51) CCCCNC(=O)C(NS(=O)(=O)c1cccc2nsnc12)c1ccccc1 (configuration not stated)
→ 0.9, x, 42.7, 4.9%
52) O=C(c1cnc2ccccn2c1=O)N1CCc2ccccc21
→ 10.5, -3.8%, 9.9, -2.8%
53) CCN(c1cccc(C)c1)S(=O)(=O)c1ccc2c(c1)CCN2C(C)=O
→ 9.1, -1.4%, 28.8, -5.1%
54) Cc1cc(C(=O)N/N=C/c2ccc(O)c([N+](=O)[O-])c2)c(C)n1-c1ccc(F)cc1
→ x, x, 40.2, -3.9%
55) COc1cc(C)c(CNC2CCCCC2)cc1C
→ 4.2, 10.8%, 20.8, -8.6%
56) O=C(CNC(=O)c1ccccc1)OCC(=O)N1c2ccccc2Sc2ccccc21
→ x, x, 10.7, -0.7%
57) Cc1n[nH]c(C)c1CCCOc1ccccc1
→ 1.4, 33.5%[activator], u, 3.5%
58) CC1CCc2cc(F)cc3c(O)c(C(=O)NCc4ccco4)c(=O)n1c23 (configuration not stated)
→ -2.8, -9.4%, -10.5, -10.8%
59) COc1ccc(C2(CNC(=O)c3cccc([N+](=O)[O-])c3)CCOCC2)cc1OC
→ -14.3, x, 4.3, -3.3%
60) Cc1ccc(S(=O)(=O)O)cc1C
→ x, -13.4%, x, -1.7%

(list continues)
Every second line gives: IMPase cell inh, 15-hLO-2 inh, PNC inhibitor, ALOX12 inhib
61) Cn1c(=O)[nH]c(=O)c2c1nc(NCc1ccccc1)n2CC(O)c1ccccc1 (configuration not stated)
→ 2.1, 10.8%, 22.5, 6.0%
62) Cc1c(Cl)c([N+](=O)[O-])nn1Cc1ccc(C(=O)N/N=C\c2cccc(Br)c2)o1
→ 12.7, x, -20.9, -0.4%
63) O=C(CCNS(=O)(=O)c1cccc2nsnc12)Nc1ccc2c(c1)OCCO2
→ 0.1, -8.1%, 10.0, -4.7%
64) CSc1nc(C)cc(OCCNS(=O)(=O)c2cc(C)ccc2C)n1
→ 2.6, -0.3%, 21.8, -8.1%
65) O=C(c1ccccc1NS(=O)(=O)c1ccc(F)cc1)N1CCc2ccccc21
→ x, x, u, -1.1%
66) O=NC1=C(c2c(O)[nH]c3ccccc23)CCCC1
→ 15.7, -7.7%, 2.1, -14.2%
67) Cc1ccc(CN(C(=O)Cc2cccs2)C(C(=O)NC2CCCC2)c2ccncc2)cc1 (configuration not stated)
→ x, x, 5.3, 0.2%
68) Cc1cc(/C=C(/C#N)c2cccc(Cl)c2)c(C)n1C
→ 22.7, -23.6%, u, -12.5%
69) CCc1ccc(OCC(=O)OCC(=O)c2ccc3c(c2)NC(=O)CO3)cc1
→ 0.5, -1.3%, 5.0, 10.2%
70) Cc1ccc(C(=O)N2CC3(C)CN(C(=O)c4ccc(C)cc4)CC(C)(C2)C3=O)cc1
→ x, x, 12.1, -5.7%
71) Cc1ccc(-c2nnn(CC(=O)N(Cc3cccs3)C(C(=O)NC3CCCC3)c3ccncc3)n2)cc1 (configuration not stated)
→ 8.9, x, -4.8, 3.3%
72) CCOc1ccc(OCC)c(NC(=O)CSc2nnc(-c3cccnc3)o2)c1
→ 11.0, -5.0%, -15.9, -5.8%
73) Cc1cccc(NC(=O)c2sc(Cl)nc2-c2ccccc2)c1
→ 1.5, -2.0%, u, 1.7%
74) CCc1nc(N)c(C#N)c(-c2ccccc2OC)c1C
→ -7.3, 2.0%, 27.6, 0.0%
75) CCc1ccc(OCC(=O)N/N=C(\C)c2ccc3c(c2)OCCO3)cc1
→ 1.2, x, 23.0, -1.5%
76) COc1ccc(C2NC(=O)CS2)cc1OC (configuration not stated)
→ -2.7, 2.4%, -29.2, 3.4%
77) Oc1ccc(Cc2cc(Cl)cc(Cl)c2O)cc1Cl
→ x, -18.3%[11.4 µM], x, -1.5%[11.4 µM]
78) Cc1cccc(-c2n[nH]c([N+](=O)[O-])n2)c1
→ 0.3, 0.9%, 78.8, 0.0%
79) O=C(CCSCc1cccc(Cl)c1)NCCc1ccc(Cl)cc1
→ -8.1, x, u, -7.1%

Four structures from above, ordered by length of the SMILES, ascending:
Every second line gives: IMPase cell inh, 15-hLO-2 inh, PNC inhibitor, ALOX12 inhib
73) Cc1cccc(NC(=O)c2sc(Cl)nc2-c2ccccc2)c1
→ 1.5, -2.0%, u, 1.7%
75) CCc1ccc(OCC(=O)N/N=C(\C)c2ccc3c(c2)OCCO3)cc1
→ 1.2, x, 23.0, -1.5%
69) CCc1ccc(OCC(=O)OCC(=O)c2ccc3c(c2)NC(=O)CO3)cc1
→ 0.5, -1.3%, 5.0, 10.2%
70) Cc1ccc(C(=O)N2CC3(C)CN(C(=O)c4ccc(C)cc4)CC(C)(C2)C3=O)cc1
→ x, x, 12.1, -5.7%

Bioassay records from PubChem BioAssay.

An excerpt. The share of hits here may be higher or lower than overall.
